POLB inh = qHTS Assay for Inhibitors of DNA Polymerase Beta. Pol beta primer extension/strand displacement, fluorescence kinetic. Potency, µM (doses to about 114 µM), for the others: at the top dose activity change, negative = inhibition, most hits filed as inhibitors. 340,000 compounds, 1.3% hits; also: % is scaled to controls: 0 for no effect and ±100 for the full control effect
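Preincubation: enzyme (10 nM) with compound, 15 min, RT. Reaction: substrate added to 50 nM final. Reads: 0 and 10 min. Analysis: normalized, Hill fit.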
BLM inh = qHTS Assay for Inhibitors of Bloom's syndrome helicase (BLM); RecQ-like DNA helicase BLM (Homo sapiens), P54132; recombinant BLM DNA unwinding, fluorescence dequenching; Potency, µM (series often up to 56.1 µM), for the others: top-dose activity change, negative = inhibition, actives largely listed as inhibitors; 350,000 compounds, 0.2% hits;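 also: plate controls were vehicle for no effect and no enzyme for full effect; nearly all actives have a fitted effect of over 35% in size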
POLH inh = qHTS for Inhibitors of Polymerase Eta. DNA polymerase eta (Homo sapiens), Q9Y253. recombinant Pol eta, fluorescent DNA replication assay. Potency, µM (top dose mostly 114 µM), for inactives: at the highest dose activity change, negative = inhibition, usual class: inhibitors. 390,000 compounds, 1.2% hits; also: % is scaled to controls: 0 for no effect and ±100 for the full control effect
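Fluorescent replication assay: 50 nM final substrate added after a 15 min room-temperature compound preincubation with 10 nM enzyme. Signal taken at 0 min and again at 10 min.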
JMJD2A Tudor = qHTS Assay for Inhibitors of JMJD2A-Tudor Domain. Lysine-specific demethylase 4A (Homo sapiens), O75164. AlphaScreen JMJD2A-Tudor / H3K4me3 peptide binding. Potency, µM (titrated, usually from 114 µM), for inactives: at the highest dose activity change, negative = inhibition, most hits filed as inhibitors. 390,000 compounds, 4.4% hits. AID 504339, 2011; also: % is scaled to controls: 0 for no effect and ±100 for the full control effect; nearly all actives have a fitted effect of over 50% in size
APE1 inh = qHTS Assay for Inhibitors of the Human Apurinic/apyrimidinic Endonuclease 1 (APE1); recombinant APE1, TAMRA/BHQ-2 abasic DNA cleavage fluorescence; Potency, µM (top dose mostly 65.8 µM), without a hit: at the top dose activity change, negative = inhibition, usual class: inhibitors; 350,000 compounds, 0.35% hits; AID 2517, 2012;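 also: plate controls were vehicle for no effect and reference inhibitor for full effect; nearly all actives have a fitted effect of over 55% in size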
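Readout is kinetic fluorescence (ex 525, em 598 nm) from cleavage of 50 nM TAMRA/BHQ-2 THF abasic duplex by 0.75 nM APE1, compound added 15 min beforehand at RT.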
Pol kappa inh = qHTS for Inhibitors of Polymerase Kappa; DNA polymerase kappa (Homo sapiens), Q9UBT6; purified Pol kappa, fluorescent DNA synthesis assay, 10 min; Potency, µM (highest dose often 107 µM), without a hit: at the top dose activity, negative = inhibition, hits mostly inhibitors; 400,000 compounds, 0.53% hits; AID 588579, 2011; also: % is scaled to controls: 0 for no effect and ±100 for the full control effect
Target sequence (Q9UBT6 whole entry, looked up): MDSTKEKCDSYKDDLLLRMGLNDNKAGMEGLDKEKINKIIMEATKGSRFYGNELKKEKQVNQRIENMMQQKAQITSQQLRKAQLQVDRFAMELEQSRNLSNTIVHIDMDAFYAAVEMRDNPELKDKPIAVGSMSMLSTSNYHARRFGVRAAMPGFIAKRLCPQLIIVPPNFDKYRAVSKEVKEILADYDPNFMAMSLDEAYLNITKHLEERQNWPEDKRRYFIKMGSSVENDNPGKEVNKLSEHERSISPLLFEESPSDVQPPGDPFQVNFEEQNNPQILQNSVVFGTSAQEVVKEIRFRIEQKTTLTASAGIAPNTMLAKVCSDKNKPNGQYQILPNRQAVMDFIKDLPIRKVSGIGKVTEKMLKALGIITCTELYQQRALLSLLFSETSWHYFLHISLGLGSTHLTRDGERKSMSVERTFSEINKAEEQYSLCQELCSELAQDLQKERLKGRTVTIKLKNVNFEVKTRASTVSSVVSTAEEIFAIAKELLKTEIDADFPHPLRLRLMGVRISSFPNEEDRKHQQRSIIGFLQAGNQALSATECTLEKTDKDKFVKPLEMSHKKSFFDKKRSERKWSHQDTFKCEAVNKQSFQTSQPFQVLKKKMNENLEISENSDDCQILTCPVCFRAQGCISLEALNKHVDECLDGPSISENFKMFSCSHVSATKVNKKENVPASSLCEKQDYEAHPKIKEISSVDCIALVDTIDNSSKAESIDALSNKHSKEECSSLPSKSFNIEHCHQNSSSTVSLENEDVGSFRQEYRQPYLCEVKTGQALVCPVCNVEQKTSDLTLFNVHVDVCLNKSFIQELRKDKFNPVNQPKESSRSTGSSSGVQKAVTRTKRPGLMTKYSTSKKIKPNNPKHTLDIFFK
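Enzyme at 10 nM met test compounds for 15 min at room temperature. Substrate addition (50 nM final) began the reaction, which was monitored by fluorescence at 0 and 10 min.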
BAZ2B inh = qHTS Assay for Inhibitors of BAZ2B. Potency, µM (top dose mostly 114 µM), inactives show at the highest dose activity change, negative = inhibition, hits mostly inhibitors. AlphaScreen BAZ2B-H3K14Ac peptide displacement. Bromodomain adjacent to zinc finger domain protein 2B (Homo sapiens), Q9UIF8. 360,000 compounds, 4.4% hits; also: % is scaled to controls: 0 for no effect and ±100 for the full control effect; nearly all actives have a fitted effect of over 60% in size
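AlphaScreen displacement of biotin-H3(5-23)K14Ac peptide (50 nM final) from BAZ2B (50 nM final) in PBS pH 7.4, 0.01% Tween-20; complex preformed 30 min RT, then compounds (top 110 uM) 30 min RT, beads 20 min dark.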
G9a block = qHTS Assay for Inhibitors of Histone Lysine Methyltransferase G9a; Potency, µM (series often up to 102 µM), for inactives: at the highest dose activity, negative = inhibition, hits mostly inhibitors; G9a H3K9 monomethylation, AlphaScreen, 2 h; Histone-lysine N-methyltransferase EHMT2 (Homo sapiens), Q96KQ7; 350,000 compounds, 8.8% hits; also: % is scaled to controls: 0 for no effect and ±100 for the full control effect; nearly all actives have a fitted effect of over 75% in size
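G9a (20 nM) was preincubated 15 min with compound, then reacted 2 h at room temperature with 500 nM biotin-H3K9 peptide and 20 µM SAM. Monomethyl-H3K9 detected by AlphaScreen using anti-H3K9me1 antibody.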
Pol iota inh = qHTS for Inhibitors of Polymerase Iota | DNA polymerase iota (Homo sapiens), Q9UNA4 | Pol iota fluorescent replication assay, 10 min | Potency, µM (doses to about 115 µM), for inactives: top-dose activity, negative = inhibition, actives largely listed as inhibitors | 390,000 compounds, 1% hits
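Fluorescent replication assay read twice, at 0 min and 10 min after adding 50 nM (final) substrate. Enzyme (10 nM) and compounds were first incubated 15 min at room temperature; enzyme-free buffer wells were negative controls.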
* marks the source's active call; other numbers are inactive results; ? = inconclusive; nt = no result given; [ ] = remark or other dose. Calls follow the shape of the dose curve; as a rule, active = well fitted curve in the direction sought with a large enough effect; inconclusive = small, poorly fitted or top-dose-only effect, or another doubt; inactive = no such curve, though single readings can be large; an effect the other way counts as inactive or inconclusive. Potency is read from the fitted curve at half-maximal effect. Not all compounds are listed; count on the stated rates, not on these rows.

#	Molecule	APE1 inh	BLM inh	BAZ2B inh	G9a block	POLH inh	JMJD2A Tudor	POLB inh	Pol iota inh	Pol kappa inh
1	O=C(NCc1cccnc1)NC1CC(=O)N(c2ccc3c(c2)OCCO3)C1 (configuration not stated)	6.6%	-5.1%	-19.8%	-32.5%	-21.0%	6.3%	7.1%	15.5%	8.5%
2	COc1cc2[nH]c(=S)n(NC(=O)c3ccccc3)c(=O)c2cc1OC	-2.4%	1.3%	?	?	-1.7%	89.1µM*	16.7%	-5.8%	-12.4%
3	COc1ccc(S(=O)(=O)Nc2ccc3c(c2)OCCO3)cc1Cl	0.2%	-14.6%	-18.4%	-6.1%[12.7 µM]	-19.7%	-7.0%	-7.3%	-1.4%	-7.5%
4	O=C(Cn1nnc2ccccc21)N/N=C\c1cccs1	1.3%	0.8%	1.8%	29.5%	-5.4%	7.4%	1.1%	1.2%	-1.6%
5	Cc1cccc(/C=N/NC(=O)NC2CCCCC2)c1	3.0%	-9.4%	-1.5%	2.8%	-5.8%	-8.4%	6.2%	143.0%[activator]	-12.5%
6	N#CC(C(=O)c1ccccc1Cl)=C1SCCCS1	-4.2%	-3.1%	?	-43.1%	-10.6%	-31.3%	-22.9%	131.3%[activator]	-13.7%
7	Cc1cc(C)n2nc(S(=O)(=O)NCCc3ccccc3)nc2n1	0.1%	0.9%	?	-49.9%	-6.6%	-10.6%	13.6%	5.5%	-10.8%
8	Cc1ccc(NC(=O)N(C2=NCC(C)S2)c2ccccc2)cc1 (configuration not stated)	nt	nt	nt	nt	5.5%	47.6%[activator]	nt	20.8%	3.7%
9	CCc1c(C#N)c(N)nc(SCC(=O)OCc2ccccc2)c1C#N	-1.8%	-7.4%	2.2%	23.6%	-6.8%	-1.8%	-10.6%	13.5%	-11.1%
10	Cc1ccc(Nc2nnc(SCC(=O)N(C)C3CCS(=O)(=O)C3)s2)cc1 (configuration not stated)	-0.9%	-2.4%	-3.1%	?	2.1%	-14.0%	6.0%	74.3%[activator]	-12.9%
11	CCOc1ccc(C(=O)CCC(=O)NC2=NCCS2)cc1	4.0%	nt	-36.3%	2.2%[0.501 µM]	-22.8%	-19.0%	nt	18.2%	-7.3%
12	CCN(CC)S(=O)(=O)c1ccc2c(c1)nc(CN(C)C(=O)Nc1ccc(Cl)cc1)n2C	nt	-7.6%	-2.3%	1.5%[12.7 µM]	-11.0%	-1.0%	1.5%	-27.0%	4.6%[60.1 µM]

Continuation:
#	Molecule	APE1 inh	BLM inh	BAZ2B inh	G9a block	POLH inh	JMJD2A Tudor	POLB inh	Pol iota inh	Pol kappa inh
13	CCCn1c(=S)[nH]c2cc(C(=O)N3CCc4ccccc4C3)ccc2c1=O	-0.5%	-0.2%	nt	-48.2%	-19.1%	4.0%	2.4%	27.8%	-3.8%
14	Nc1c(C(=O)Nc2ccccc2)sc2ncc([N+](=O)[O-])cc12	-5.5%	-3.7%	2.5%	4.4%	-5.5%	-28.4%	36.0%	71.7%[activator]	-6.7%
15	Cc1cccc(CNC(=O)c2sc3ncnc(N(C)C4CCCCC4)c3c2C)c1	nt	-10.1%	2.6%	3.9%[59 µM]	-11.2%	-3.7%	-25.4%	24.2%	-4.4%[60.1 µM]
16	O=C(O)CCN1C(=O)/C(=C\c2ccncc2)SC1=S	13.7%	0.6%	-23.0%	56.2µM*	1.6%	-1.4%	1.3%	46.0%	8.3%
17	CCOC(=O)[C@@H]1[C@H]2COc3ccccc3[C@H]2N2C(=O)N(c3cccc(F)c3)C(=O)[C@]12C	-6.3%	-5.3%	-1.5%	10.6%	-14.4%	-16.4%	91.0%	18.9%	-9.2%
18	O=C(OCc1ccc(Cl)c(Cl)c1)c1cnccn1	3.0%	-0.9%	-1.5%	8.3%	-13.6%	6.3%	-0.5%	0.6%	7.8%
19	COc1ccc(OC)c2c1sc(=NC(=O)C1CCCCC1)n2C	?	2.2%	-29.6%	1.1%	-3.8%	-4.9%	42.4%[activator]	38.5%[activator]	-1.1%
20	CC(C)(C)c1ccc(-c2noc(CCC(=O)NCC3CCCO3)n2)cc1 (configuration not stated)	3.6%	-4.4%	-4.6%	19.5%	-6.2%	-9.4%	4.1%	22.9%	-1.0%
21	O=C(Nc1ccc(-c2nc3ccccc3[nH]2)cc1)c1ccccc1NS(=O)(=O)c1ccc(F)cc1	-9.0%	-23.6%	-5.1%	15.6%[59 µM]	28.2µM*	-20.0%	-23.8%	?	-40.0%
22	CC1(C)CC(=O)C2=C(C1)N1C(=C(C#N)C2c2ccc(Cl)cc2)N=C(N)c2ccccc21 (configuration not stated)	-8.8%	-12.5%	50.1µM*	?	?	?	4.3%	-28.2%	-2.8%
23	COc1cc(OC)c(NC2=CC(=O)C(=O)c3ccccc32)cc1Cl	12.8%	-22.0%	?	39.8µM*	?	?	-27.2%	9.6%	7.5%
24	COc1ccc(S(=O)(=O)NCc2ccco2)cc1-c1nnc2c3ccccc3c(C)nn12	1.0%	1.4%	-30.9%	?	-11.6%	-14.7%	17.6%	23.3%	1.1%

Carrying on:
#	Molecule	APE1 inh	BLM inh	BAZ2B inh	G9a block	POLH inh	JMJD2A Tudor	POLB inh	Pol iota inh	Pol kappa inh
25	CC(C)c1csc(CN2CCC(CO)(Cc3cccc(F)c3)CC2)n1	-1.1%	-7.0%	-13.9%	nt	5.0%	-13.1%	-6.8%	147.3%[activator]	-7.4%
26	Cc1ccc(OCC(=O)NCC(=O)OCc2cc(=O)n3nc(C(C)C)sc3n2)cc1	nt	-1.1%	-9.9%	15.7%[59 µM]	26.9%	-20.7%	-8.4%	-14.9%	0.0%
27	CCC(=O)OC1(C)C(=O)C=C2C=C(CCCC(=O)OC)OC=C2C1=O (configuration not stated)	16.1%	3.4%	nt	nt	25.1µM*	?	nt	?	?
28	O=C(N/N=C/c1c[nH]c2ccccc12)c1cc(-c2ccc(-c3ccccc3)cc2)n[nH]1	8.7%	-5.3%	-6.6%[57.1 µM]	-3.4%[59 µM]	-0.4%	-5.2%	23.6%	11.1%	-0.9%
29	Cc1cc(C)c(NC(=O)C2CCCN(S(=O)(=O)c3c(C)noc3/C=C/N(C)C)C2)c(C)c1 (configuration not stated)	36.4%	-4.0%	-26.0%	54.2%	2.0%	-11.7%	46.9%	11.3%	1.4%
30	Cc1ccc(C)c(OCCCC(=O)N2CCOCC2)c1	-2.1%	-1.5%	1.3%	44.7µM*	-3.7%	?	-26.6%	21.1%	-1.7%[60.1 µM]
31	CCOC(=O)C1=C(C)N=c2s/c(=C\c3ccc(O)c([N+](=O)[O-])c3)c(=O)n2C1c1ccccc1OC (configuration not stated)	-15.2%	-6.5%	8.91µM*	14.1µM*	8.1%	10µM*	1.0%	?	-22.5%
32	Cc1cc2nnc(SC(C)C)n2c2ccccc12	1.0%	-7.3%	4.7%	13.2%[59 µM]	-1.0%	-18.7%	9.5%	4.1%	-9.7%
33	O=C(Nc1ccc2nc(SCCOc3ccccc3Cl)sc2c1)c1ccco1	nt	-8.3%	-28.6%	-31.5%[59 µM]	-11.3%	-7.6%	-24.8%	-15.4%	-6.5%
34	CCc1ccc(Nc2sc(C(=O)c3ccc(F)cc3)c(N)c2S(=O)(=O)c2ccccc2)cc1	nt	-7.5%	-23.2%	-1.4%[59 µM]	-21.9%	-28.2%	10.1%	13.6%	-6.8%
35	CCn1ncc(Br)c1C(=O)Nc1cc(C)cc(C)c1	8.8%	-12.3%	-10.2%	28.5%[59 µM]	-10.4%	7.9%	16.8%	-7.3%	-15.7%
36	COC(=O)c1ccc(-n2c(C)cc(C(=O)COC(=O)C3=COCCO3)c2C)cc1	15.0%	nt	nt	nt	-10.2%	-18.9%	nt	-8.3%	-2.9%

Fetched by compound from above, 3 records:
#	Molecule	APE1 inh	BLM inh	BAZ2B inh	G9a block	POLH inh	JMJD2A Tudor	POLB inh	Pol iota inh	Pol kappa inh
35	CCn1ncc(Br)c1C(=O)Nc1cc(C)cc(C)c1	8.8%	-12.3%	-10.2%	28.5%[59 µM]	-10.4%	7.9%	16.8%	-7.3%	-15.7%
26	Cc1ccc(OCC(=O)NCC(=O)OCc2cc(=O)n3nc(C(C)C)sc3n2)cc1	nt	-1.1%	-9.9%	15.7%[59 µM]	26.9%	-20.7%	-8.4%	-14.9%	0.0%
28	O=C(N/N=C/c1c[nH]c2ccccc12)c1cc(-c2ccc(-c3ccccc3)cc2)n[nH]1	8.7%	-5.3%	-6.6%[57.1 µM]	-3.4%[59 µM]	-0.4%	-5.2%	23.6%	11.1%	-0.9%

Next section:
#	Molecule	APE1 inh	BLM inh	BAZ2B inh	G9a block	POLH inh	JMJD2A Tudor	POLB inh	Pol iota inh	Pol kappa inh
37	COc1ccccc1CN=C1NC(=O)C(CC(=O)Nc2ccc(C(C)=O)cc2)S1 (configuration not stated)	-2.3%	-12.4%	-23.4%	2.5%[59 µM]	-17.1%	-21.1%	?	?	-12.9%
38	CCSc1nsc(NC(=O)Nc2ccc(F)cc2F)n1	-37.0%	-3.6%	5.9%	nt	-13.5%	0.3%	-3.0%	-6.1%	9.1%
39	CC(C)NC(=O)c1nn2c(C(F)(F)F)cc(-c3ccco3)nc2c1Cl	5.7%	-3.1%	?	-36.3%	-9.3%	-13.0%	13.4%	26.9%	12.6%
40	Cc1ccc(CNC(=O)C(N=C2NS(=O)(=O)c3ccccc32)C(C)C)cc1 (configuration not stated)	43.2%[activator]	nt	-3.3%	2.6%[2.33 µM]	-21.6%	-3.6%	nt	46.1%[activator]	-3.8%
41	O=C(CNc1cccc(S(=O)(=O)N2CCCC2)c1)Nc1cccc(F)c1	0.9%	nt	9.9%	-33.8%	-3.7%	-15.2%	nt	11.2%	-14.3%
42	COCCN1CCN(C(=O)c2ccc3nc(Cc4ccc(OC)c(OC)c4)oc3c2)CC1	11.1%	-2.6%	-2.3%	9.7%	5.0%	-1.4%	28.7%	17.7%	-23.1%

Screens: PubChem BioAssay, National Center for Advancing Translational Sciences (NCATS)
